# High-throughput results (PubChem)
# NPC1 prom act = activators of NPC1 promoter | Huh7 NPC1 promoter luciferase reporter, 24 h | Potency, µM (top dose mostly 9.22 µM), for inactives: at the highest dose activation, actives largely listed as activators | 320,000 tested, 2.4% active;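 further: potency means the concentration at half of the fitted maximal effect; % of control where 0% means no effect; nearly all actives have a fitted effect of over 60% in size; reporter is driven by a mutant NPC1 promoter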
#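 Quantitative HTS used a cell-based reporter: Huh7 cells stably bearing the NPC1 promoter upstream of luciferase were treated with compounds for 24 h, and promoter activation was read as luminescence.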
# Giardia killer = Giardia lamblia killing; Giardia lamblia trophozoite viability; activity change, % at 7.66 µM, hits read low; 340,000 tested, 0.15% active; AID 540267; in the data active means activity change below about -80%; inconclusive means between about -30% and that limit;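 further: parasites exposed to compound for two days anaerobically before the ATP read; on the % scale 0 is the no-effect control and ±100 the full control effect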
#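 Anaerobic 48 hrs incubation at 37 deg C of 100 trophozoites/well with test compounds; ATPLite 1-Step luminescence, 15-30 min RT, reports cellular ATP as viability.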
# Rab9 promoter act = activators of Rab9 promoter. Huh7 Rab9 promoter-luciferase reporter, luminescence, 24 h. 320,000 tested, 2.8% active. Potency, µM (highest dose often 9.22 µM), for the others: top-dose activation, negative = inhibition, most hits filed as activators; further: potency means the concentration at half of the fitted maximal effect; % of control where 0% means no effect; nearly all actives have a fitted effect of over 60% in size
#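 Using Huh7 cells stably transfected with Rab9 promoter–luciferase, compounds were incubated 24 h at 37 °C, 5% CO2; luciferase luminescence was read 10 min after reagent addition.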
# ELG1 genotox = genotoxicity induction in ELG1-luciferase HEK293T cells. HEK293T ELG1-luciferase reporter, luminescence, 16 h. AID 504466. 330,000 tested, 1.3% active. Potency, µM (series often up to 46 µM), for inactives: at the top dose activity change, positive = activation, most hits filed as activators; further: potency means the concentration at half of the fitted maximal effect; % of control where 0% means no effect; nearly all actives have a fitted effect of over 60% in size
#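 Luminescence read-out: rising ELG1-luciferase signal, reflecting elevated ELG1 protein under genetic stress, flags genotoxic compounds. Cells were treated for 16 hr at 37 °C before ONE-Glo detection.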
# Menin-MLL TR inh = displaces Texas Red mutant MLL peptide from human menin; Menin + Texas Red MLL mutant peptide, fluorescence polarization; Potency, µM (top dose mostly 61.6 µM), inactives show at the highest dose FP activity change, negative = inhibition, most hits filed as inhibitors; 270,000 tested, 0.23% active; AID 1768; active means well fitted inhibition curve with a large enough effect in the polarisation, with a control signal flat, not every such curve was filed as active; inconclusive means small, poorly fitted or top-dose-only effect, or effect the other way, or a change in a side signal; inactive means no such curve, though single readings can be large or run the other way; the % refers to the polarisation; further: potency means the concentration at half of the fitted maximal effect; % of control where 0% means no effect; many of its hits are not listed in these tables
# Target sequence (O00255 whole entry, looked up): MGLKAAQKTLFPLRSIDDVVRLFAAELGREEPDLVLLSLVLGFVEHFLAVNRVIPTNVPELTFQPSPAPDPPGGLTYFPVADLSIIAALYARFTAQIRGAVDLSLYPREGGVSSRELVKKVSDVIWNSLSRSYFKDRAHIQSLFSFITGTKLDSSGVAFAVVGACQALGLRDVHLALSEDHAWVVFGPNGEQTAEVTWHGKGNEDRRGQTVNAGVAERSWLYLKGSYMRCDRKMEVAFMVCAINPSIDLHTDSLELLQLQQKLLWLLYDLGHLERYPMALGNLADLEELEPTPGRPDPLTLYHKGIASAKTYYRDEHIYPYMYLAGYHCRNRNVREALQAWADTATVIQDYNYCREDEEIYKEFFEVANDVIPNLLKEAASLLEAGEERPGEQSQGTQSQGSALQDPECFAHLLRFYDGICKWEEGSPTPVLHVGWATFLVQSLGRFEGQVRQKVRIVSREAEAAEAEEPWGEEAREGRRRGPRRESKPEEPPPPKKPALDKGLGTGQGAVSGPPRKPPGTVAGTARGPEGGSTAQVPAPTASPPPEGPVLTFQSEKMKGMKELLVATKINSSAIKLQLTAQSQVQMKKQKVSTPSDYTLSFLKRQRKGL
# BRCA1 expr up = BRCA1 expression activation; MCF7-BRCA1-FFLuc reporter, luminescence, 48 h; response scale: scaled: vehicle 0%, 10 µM genistein 100%; 380,000 tested, 1.1% active; Potency, µM (titrated, usually from 46.1 µM), for the others: at the highest dose activation, hits mostly activators; further: potency means the concentration at half of the fitted maximal effect; nearly all actives have a fitted effect of over 80% in size; some results filed as inactive show a strong effect at the top dose
#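 MCF7-BRCA1-FFLuc, 2000 cells/well; 2 h attach, 37 °C/5% CO2; compound 48 h; luciferase substrate 15 min; luminescence end-point. Norm. to genistein 10 microM max activation and DMSO; concentration-response curves fitted.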
# p53 reactivation = re-activators of mutant p53 | H1299 p53-A138V BP100-luciferase reporter, luminescence, 24 h | Potency, µM (doses to about 92.2 µM), without a hit: at the top dose activity change, positive = activation, hits mostly activators | 320,000 tested, 0.063% active; further: potency means the concentration at half of the fitted maximal effect; % of control where 0% means no effect; nearly all actives have a fitted effect of over 45% in size
#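 p53-null H1299 cells stably carrying temperature-sensitive p53-A138V and a BP100-luciferase reporter were pinned with compounds (4-point, 1:5 series) and held 24 hrs at 37 deg C. Luminescence was read 10 min after detection reagent.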
# RORgamma inh = ROR gamma (mouse) transcription inhibition; P51450; Drosophila S2 Gal4-RORgamma UAS-luciferase reporter, 20 h; Potency, µM (doses to about 53.6 µM), inactives show at the top dose activity change, negative = inhibition, hits mostly inhibitors; 310,000 tested, 5.4% active; AID 2551; further: potency means the concentration at half of the fitted maximal effect; on the % scale 0 is the no-effect control and ±100 the full control effect; nearly all actives have a fitted effect of over 60% in size
#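 Using a luciferase readout, inhibitors were identified by reduced reporter activity in Drosophila cells coexpressing a copper-inducible Gal4–ROR gamma fusion and UAS-driven Photinus luciferase, incubated 20 hr after 700 uM copper sulfate.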
# Gal4-VP16 FLuc = counter-screen for ROR gamma inhibitors: Gal4-VP16 reporter | Drosophila S2 Gal4-VP16 UAS-luciferase, luminescence, 20 h | 310,000 tested, 3.5% active | AID 2546 | Potency, µM (top dose mostly 53.6 µM), inactives show at the top dose activity, negative = inhibition, most hits filed as inhibitors;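 further: Gal4-VP16 expression switched on by copper sulfate through the metallothionein promoter; potency means the concentration at half of the fitted maximal effect; on the % scale 0 is the no-effect control and ±100 the full control effect; nearly all actives have a fitted effect of over 50% in size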
# PKM2 activator = PKM2 (human) enzyme activation; P14618; purified PKM2, Kinase-Glo ATP luminescence, activation; response scale: 0% is enzyme alone, no compound; Potency, µM (titrated, usually from 57.5 µM), without a hit: at the top dose activation, actives largely listed as activators; 260,000 tested, 0.34% active; AID 1631; further: potency means the concentration at half of the fitted maximal effect; on the % scale 0 is the no-effect control and ±100 the full control effect; nearly all actives have a fitted effect of over 55% in size
#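 Purified hPK-M2 (>95%) run at intermediate activity with 0.1 mM ADP and 0.5 mM PEP in 50 mM imidazole pH 7.2, KCl, MgCl2; 1 h room temperature. ATP formed read by Kinase-Glo luminescence; normalized to uninhibited and no-enzyme controls.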
# FLuc counter = firefly luciferase modulation, counter-screen for miR-21 project; P08659; purified FLuc, Km substrates, luminescence inhibition; Potency, µM (highest dose often 57.5 µM), inactives show at the top dose activity change, negative = inhibition, actives largely listed as inhibitors; 360,000 tested, 6.9% active; AID 588342;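 further: potency means the concentration at half of the fitted maximal effect; plate controls were vehicle for no effect and reference inhibitor for full effect; nearly all actives have a fitted effect of over 55% in size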
#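 Biochemical qHTS of compounds, final roughly 60 µM downward over six points, against 10 nM purified firefly luciferase using Km concentrations of substrates (10 uM D-luciferin, 10 uM ATP) in Tris acetate pH 7.5 buffer; luminescence output.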
# An asterisk follows results filed as active; ? = inconclusive; . = no result given; & = joins results of further samples; [ ] = another dose, or the depositor's remark. Unless noted, the call rests on the fitted dose curve; in most records, active means well fitted curve in the direction sought with a large enough effect; inconclusive means small, poorly fitted or top-dose-only effect, or another doubt; inactive means no such curve, though single readings can be large; an effect the other way counts as inactive or inconclusive. This is a subset. The share of hits here may be higher or lower than overall.
SMILES,NPC1 prom act,Giardia killer,Rab9 promoter act,ELG1 genotox,Menin-MLL TR inh,BRCA1 expr up,p53 reactivation,RORgamma inh,Gal4-VP16 FLuc,PKM2 activator,FLuc counter
CCOC(=O)c1c(-c2ccccc2)csc1NC(=O)CSc1ccccc1,6%,-1,0%,-1%,-6%,-3%,5%,6%,?,-17%,-2%
Cc1ccc(-c2nn(CC(=O)Nc3cccnc3)c(=O)c3ccccc23)cc1,1%,8,-2%,2%,-3%,4%,-12%,12%,-9%,-5%,0%
COc1ccc2[nH]cc(CCNC(=O)C3CCCCC3)c2c1,3%,-7,0%,-1%,-16%,21%,.,20%,-1%,-2%,5%
COc1ccc(C(=O)N2CCN(Cc3cn[nH]c3-c3ccc(OC)cc3F)CC2)cc1,-1%,-9,6%,-2%,-17%,-45%,-4%,45%,-1%,-3%,-3%
Cc1nnc(SCC(=O)Nc2nccs2)[nH]c1=O,-7%,6,-1%,3%,16%,-6%,5%,-25%,4%,-6%,0%
Cc1ccc2nc(N3CCN(Cc4nnnn4Cc4ccccc4)CC3)c(C#N)cc2c1,0%,-20,-2%,-4%,-23%,-38%,-10%,-1%,20%,2%,-5%
C=CCOC(=O)C1=C[C@@H](c2ccc(Br)cc2)[C@H](CCCO)[C@@H](OCC)O1,8%,7,1%,-6%,?,-19%,0%,2%,-11%,8%,2%
Cc1ccc(N2CCN(C(=O)c3cc(COc4c(C)cccc4C)on3)CC2)c(C)c1,0%,7,3%,-13%,.,-21%,19%,6%,-3%,-19%,1%
CCOC(=O)N1CCN(C(=O)c2ccccc2NC(=O)COc2ccccc2C)CC1,-2%,-23,7%,-12%,-2%,1%,7%,?,8%,3%,1%
Cc1cc(C)cc(N(CC(=O)N2CCc3ccccc32)S(=O)(=O)c2c(C)noc2C)c1,2%,10,-5%,4%,-7%,-3%,3%,-2%,3%,-5%,3%
CCCNC(=O)C1CCN(S(=O)(=O)c2ccc3nc4c(c(C(=O)O)c3c2)CCCCC4)CC1,1%,-18,0%,0%,9%,2%,-7%,-15%,2%,-1%,2%
CC(=O)C1C(c2ccc(Cl)cc2)NC(=O)NC1(O)C(F)(F)F (centres undefined),-2%,3,-3%,-10%,10%,67%,0%,-3%,11%,-1%,5%
COc1ccc(Cc2nnc(NC(=O)c3ccc(Cl)c([N+](=O)[O-])c3)s2)cc1,-1%,-23,-9%,4%,?,1%[1.84 µM],-2%,-39%,-8%,1%,0%
COC(=O)c1cccc(S(=O)(=O)N(Cc2ccco2)Cc2cc3ccc(OC)cc3[nH]c2=O)c1,-5%,-18,17%,-8%,4%,9%,-4%,?,-14%,-4%,3%
CCc1cc2c(NCC(=O)O)ncnc2s1,5%,?,4%,-2%,-1%,3%,-3%,7%,3%,0%,0%
CO[C@H]1C=CO[C@@]2(C)Oc3c(C)c(O)c4c(O)c(c5c(nc6cc(C)ccn65)c4c3C2=O)NC(=O)C(C)=CC=C[C@H](C)[C@H](O)[C@@H](C)[C@@H](O)[C@@H](C)[C@H](OC(C)=O)[C@@H]1C,-1%,.,2%,.,-21%,.,.,0%,-10%,-5%,-1%
O=C(NCc1ccco1)C(=S)N1CCCCC1,-9%,11,1%,0%,6%,0%,-3%,2%,5%[10 µM],-1%,0%
c1ccc2nc(-c3nccs3)ccc2c1,24%,-21,?,?,-4%,46%,?,-25%,0%,-2%,13µM*
O=C(CCNC(=O)c1ccccc1Cl)Nc1nc(-c2ccc(F)cc2)cs1,-1%,-7,2%,-2%,3%,-3%,8%,?,-1%,-7%,-17%
O=C(O)CCCNc1ccc(S(=O)(=O)Nc2ccccc2C(=O)O)cc1C(=O)O,-1%,-2,-10%,3%,21%,1%,-15%,2%,-1%,-27%,?
Cc1noc(C)c1C(=O)Nc1nc(-c2ccc(F)cc2)cs1,0%,21,9%,0%,.,4%,?,.,.,.,?
CP(=O)(COC(=O)c1ccccc1)COC(=O)c1ccccc1,8%,4,2%,-2%,1%,0%,-4%,-11%,-20%,-1%,-3%
Cc1ccc(S(=O)(=O)N2CCC(Oc3ccc(-n4cnnn4)cc3)CC2)cc1,-3%,30,-1%,1%,?,6%,-2%,7%,6%,1%[0.46 µM],3%&2%
COc1ccccc1/C=C/CN1CC(C)OC(C)C1 (centres undefined),-1%,-6,-2%,1%,-7%,19%,3%,16%,5%,-10%,-2%
Cc1cc(C)n(Cc2ccc(C(=O)O)cc2)n1,1%,-6,-2%,-4%,-3%,18%,2%,-17%,-5%,3%,10%
Cc1cc2cc(CCNS(C)(=O)=O)c(=O)[nH]c2cc1C,1%,4,1%,3%,2%,-6%,2%,-7%,-4%,1%,-1%
Cc1nn(C)c(C)c1NC(=O)CSc1nnc(C)n1-c1ccccc1,-2%,1,1%,2%,0%,1%,1%,-9%,0%,-9%,0%
COCCNc1nc(N)c([N+](=O)[O-])c(NCCO)n1,-3%,9,0%,6%,4%,20%,5%,2%,-4%,-1%,-2%
CCOc1ccccc1C(=O)N(CN1CCCC1=O)c1ccc(C)c(Cl)c1,-2%,17,-7%,-10%,14%,1%,1%,-20%,-4%,3%,8%
CCOC(=O)N1CCN(C(=O)Cn2ccc3c(OC)cccc3c2=O)CC1,-2%,11,4%,0%,-4%,-25%,2%,5%,-9%,2%,-3%
Cn1c(-c2c(N)n(CCCc3ccccc3)c3nc4ccccc4nc23)nc2ccccc21,-1%,-18,0%,-13%,?,-102%[inhibitor],2%,0.79µM*,2.8µM*,0%,-1%
Cc1cc(N/C=C2\CCCCC2=O)no1,3%,-7,3%,13%,.,52%,8%,43%,2%,1%,-6%
c1ccc(-c2ccc(CN3CCSCC3)cc2)cc1,11%,18,0%,5%,-2%,43%,?,?,23%,4%,27µM*
CCCC(=O)n1nc(-c2cccnc2)nc1N,-4%,-13,0%,-1%,18%,-1%[1.84 µM],-3%,14%,?,-6%,0%
Nc1cc(C(=O)OCC(=O)N2CCC(Cc3ccccc3)CC2)ccc1Cl,-2%,3,2%,2%,.,19%,13%,.,.,.,4%
COC(=O)c1[nH]c2ccccc2c1NC(=O)c1ccccc1[N+](=O)[O-],2%,0,-2%,2%,-7%,-24%,-5%,18%,-6%,-3%,0%
CCOc1ccc(NC(=O)c2c3c(nc4ccccc24)CCC3)cc1,0%,10,2%,-1%,49%[activator],-1%,-1%,-1%,-17%,1%,-4%
CN(C)/C=C/C(=O)c1nn(-c2ccc(F)cc2)ccc1=O,-1%,9,17%,-2%,.,10%,0%,-4%,-9%,-1%,7%
COc1ccc(-c2[nH]ncc2CNCCCSC)cc1F,-3%,-12,-4%,1%,0%,11%,2%,-1%,-5%,2%,-2%
O=[N+]([O-])c1ccc(N2CCN(S(=O)(=O)c3ccccc3)CC2)cc1NCc1cccnc1,-3%,-7,0%,-1%,13%,-44%,4%,40%,-8%,?,0%
CCCC(C)C(=O)OCC(=O)Nc1c(Br)cc(C)cc1Br (centres undefined),-2%,4,-4%,0%,-7%,0%,0%,3%,13%,6%,1%
CCC(CCC(=O)NNC(=O)Cc1ccc([N+](=O)[O-])cc1)C(=O)O (centres undefined),1%,12,-2%,5%,.,5%,-2%,?,-19%,0%,7%
CSC(=NC#N)N1CCN(c2ccccc2)CC1,1%,8,4%,0%,10%,0%,12%,-32%,?,15%,-5%
COc1ccc(C(C)NC(=O)C2C(=O)NC3(C)CC2c2ccccc2O3)cc1 (centres undefined),1%,15,4%,1%,2%,-4%,-7%,17%,0%,-2%,6%
O=C(COc1ccc(S(=O)(=O)N2CCOCC2)cc1)Nc1ccccc1F,11%,-12,0%,-2%,.,0%,10%,.,.,.,2%
CN(C)c1cccc2c1c(NC(=O)c1ccc(F)cc1)nn2C,-42%[inhibitor],-1,19%,-4%,.,-82%,2%,-17%,-5%,0%,4%
COc1ccc(CCNC(=O)COC(=O)c2cccs2)cc1,-3%,-9,3%,2%,.,0%,0%,.,.,.,1%
CSCCC(NC(=O)COc1ccccc1)C(=O)O (centres undefined),-5%,20,2%,1%,13%,-23%,2%,9%,1%,5%,4%
